Source: PubChem (several laboratories)
MEKK3 PB1 HTS: modulators of MEKK3-MEK5 PB1 binding, primary screen, biochemical, wildtype MEKK3, multiplex bead flow cytometry, Alexa488-MEK5; Mitogen-activated protein kinase kinase kinase 3 (Homo sapiens), Q99759; bead-based flow cytometry, Alexa488-MEK5 binding to MEKK3; actives lie on both sides; 0 = blocked by unlabeled MEK5, 100 = vehicle; binding response (% of control), % at 10 µM; 290,000 tested, 1.4% active;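 active means binding response more than 3 SD above or below the average of its plate-row segment, actives on both sides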;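 further: Alexa488 bead fluorescence after subtracting the streptavidin-only scavenger bead signal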
Target sequence (Q99759 whole entry, looked up): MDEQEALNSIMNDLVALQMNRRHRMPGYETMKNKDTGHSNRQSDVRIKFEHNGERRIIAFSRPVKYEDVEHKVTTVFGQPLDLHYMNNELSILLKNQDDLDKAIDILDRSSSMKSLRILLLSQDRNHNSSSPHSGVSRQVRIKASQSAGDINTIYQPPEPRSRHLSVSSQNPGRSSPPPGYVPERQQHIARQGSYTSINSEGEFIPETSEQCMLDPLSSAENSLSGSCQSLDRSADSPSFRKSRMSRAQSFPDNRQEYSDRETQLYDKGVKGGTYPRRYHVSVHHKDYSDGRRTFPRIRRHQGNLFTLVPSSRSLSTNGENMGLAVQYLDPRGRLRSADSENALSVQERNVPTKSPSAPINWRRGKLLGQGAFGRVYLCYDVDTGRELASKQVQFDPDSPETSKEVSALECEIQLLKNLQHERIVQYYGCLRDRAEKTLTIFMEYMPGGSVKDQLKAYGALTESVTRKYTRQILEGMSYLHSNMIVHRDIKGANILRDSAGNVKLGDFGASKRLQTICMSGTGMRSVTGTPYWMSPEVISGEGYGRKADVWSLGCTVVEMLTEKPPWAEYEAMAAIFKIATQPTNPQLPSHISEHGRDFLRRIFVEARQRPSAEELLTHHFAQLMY
IDE cell inh: human IDE inhibitors in live cells, primary screen, fluorescence polarization, HEK cells, FAbetaB substrate; FAbetaB cleavage; Insulin-degrading enzyme (Homo sapiens), P14735; 320,000 tested, 0.41% active; AID 434962, 2010; inhibition, % at 5.59 µM;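 active means percent inhibition above the average of all tested compounds plus 3 SD, set per screening campaign, cut at about 16% in these data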;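 further: IDE supplied by intact live HEK cells; FP after avidin binding of uncleaved biotin substrate so inhibition keeps polarization high; 0% = DMSO wells and 100% = 60 µM reference IDE inhibitor Ii1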
M4 PAM: human M4 muscarinic receptor positive allosteric modulators, primary screen, CHO-K1 cells, Fluo-8 calcium fluorescence. 360,000 tested, 0.4% active. AID 624126, 2012. activation, % at 3 µM. CHO-K1 hM4/Gqi5, ACh EC20; 0% = ACh EC20, 100% = maximal ACh;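 active means activation above its plate's cutoff, the mean activation of sample wells plus 3 SD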; further: some results filed as inactive read as strong as hits
CRFBP-R2 agonist: agonists of CRF-BP/CRF-R2 complex, primary screen, cell-based, HEK293, calcium dye fluorescence, uHTS. CRF-binding protein / CRF receptor 2 complex (human). calcium dye fluorescence (FLIPR); percent of saturating CRF peptide response. activation, % at 13.2 µM. 350,000 tested, 0.46% active. AID 588473, 2011;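 active means activation of at least 50%, plus an integration ratio under a set limit after plate pattern correction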;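 further: plate controls were neutral control wells without compound for no effect and CRF at EC100 for full effect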
CRFR2-BP antag: antagonists of CRF-BP/CRF-R2 complex, primary screen, cell-based, HEK293, calcium dye fluorescence, uHTS; CRF-induced calcium fluorescence; inhibition, % at 11.8 µM; 350,000 tested, 0.59% active; AID 588475, 2011;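 active means inhibition of the ligand-induced calcium signal above about 50% at the single tested concentration, limit read from the data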
IDE act: human IDE activators in live cells, primary screen, fluorescence polarization, HEK cells, FAbeta-B substrate; Insulin-degrading enzyme (Homo sapiens), P14735; FAbeta-B cleavage; 0% vehicle, 100% cell-free pure enzyme wells; activation, % at 5.96 µM; 340,000 tested, 0.073% active; AID 493087, 2011;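 active means activation above the mean of all tested compounds plus 3 SD, set per screening campaign, cut at about 17% in these data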
PHOSPHO1 inh: PubChem AID 1565 | 290,000 tested, 1.1% active | Phosphoethanolamine/phosphocholine phosphatase (Homo sapiens), Q8TCT1 | recombinant PHOSPHO1, absorbance phosphatase assay | inhibition, % at 13.3 µM; in the data active means inhibition above about 60%
GalR3 antag: GalR3 antagonists in HEK293 cells, primary screen, cell-based, fluorescence readout; Galanin receptor type 3 (Homo sapiens), O60755; HEK293 GalR3-CNG cAMP membrane potential fluorescence; galR3 body fused to GalR1 C-terminus; inhibition, % at 3 µM; 360,000 tested, 0.44% active; AID 651719, 2012;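 active means inhibition above the screen-wide average plus 3 SD, cut at about 13% in these data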;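 further: forskolin and galanin both at EC90 stimulate the cells; cAMP rise reported by CNG channel membrane potential dye signal; 0% = forskolin plus galanin with DMSO and 100% = forskolin alone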
Target sequence (O60755 1-299 limits assumed): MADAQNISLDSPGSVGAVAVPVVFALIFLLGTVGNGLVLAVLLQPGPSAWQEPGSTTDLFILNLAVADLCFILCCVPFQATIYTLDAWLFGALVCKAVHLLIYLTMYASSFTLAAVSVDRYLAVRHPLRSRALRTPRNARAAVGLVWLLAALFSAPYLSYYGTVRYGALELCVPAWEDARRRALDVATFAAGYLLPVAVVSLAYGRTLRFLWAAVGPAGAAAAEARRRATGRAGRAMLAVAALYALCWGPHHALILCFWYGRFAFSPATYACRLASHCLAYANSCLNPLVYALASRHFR
pCIP destab: p/CIP-EGFP fusion destabilizers, primary screen, fluorescence, F442A cells; Q05BA5; 16 h; decrease of EGFP signal, % at 10 µM; 290,000 tested, 0.01% active; AID 1984, 2009;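 active means EGFP signal decrease of at least 30% at 10 µM or well 3 SD below plate mean, unless failing retest; inactive means the rest, including hits failing retest or dose response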; further: some compounds called inactive have numbers as strong as hits; many of its hits are not listed in these tables
Starred values were filed as active, the others as inactive; / = not tested or not shown; [ ] = dose if it differs, or a comment.

| SMILES | MEKK3 PB1 HTS | IDE cell inh | M4 PAM | CRFBP-R2 agonist | CRFR2-BP antag | IDE act | PHOSPHO1 inh | GalR3 antag | pCIP destab |
| --- | --- | --- | --- | --- | --- | --- | --- | --- | --- |
| Cc1ccccc1NC(=O)CSC(=O)c1ccccc1 | / | 6 | 1 | -1.7 | -20 | -2 | / | -7 | / |
| O=C(CSc1nnc(CNC(=O)c2ccccc2)o1)Nc1ccc2c(c1)OCCO2 | 100 | 1 | -2 | -1.2 | -9 | -4 | 17 | -2 | -4 |
| CC(NC(=O)COC(=O)CNC(=O)C1CCCCC1)c1ccccc1 (stereo unspecified) | / | -1 | 13 | -0.2 | 6 | 4 | / | -7 | / |
| COc1cccc(-c2nnc(NC(=O)c3cccs3)s2)c1 | 102 | 1 | -1 | 24 | -11 | 2 | 34 | 7 | -15 |
| FC(F)(F)c1cccc(Cc2noc(CN(Cc3ccccn3)CC3CCCO3)n2)c1 (stereo unspecified) | 94 | 3 | 2 | -0.8 | 4 | 4 | 32 | -6 | 5 |
| Cc1nc(NC(=O)c2c(-c3ccccc3)noc2C)sc1C(=O)N(C)C | 98 | / | 4 | -0.4 | -3 | -2 | 12 | 0 | -5 |
| CCOc1ccc(CNC(=O)CCCN2C(=O)C(c3ccccc3)Oc3cccnc32)cc1 (stereo unspecified) | 105 | -2 | 2 | 1.0 | 1 | 5 | 28 | 0 | -2 |
| CCSc1nc(-c2ccccc2)nc2c1CCCC2 | 96 | 4 | 1 | -0.3 | -98 | 5 | 24 | -5 | 2 |
| COn1c(-c2ccccc2)nc2c1CCc1c-2no[n+]1[O-] | 112 | 1 | -7 | -1.7 | 0 | 2 | 24 | -4 | -4 |
| C=CCc1ccccc1OCC(=O)O | 45*[inhibitor] | -4 | 8 | 0.6 | 13 | 0 | 10 | -1 | -4 |
| O=C(CCNS(=O)(=O)c1ccccc1)Nc1ccccc1 | 109 | 4 | 2 | 0.7 | -1 | -3 | 24 | 0 | -1 |
| CCOC(=O)COn1c(=O)c[n+]([O-])c2ccccc21 | 105 | -3 | -2 | -0.7 | -6 | 1 | 7 | 1 | 0 |
| Cc1ccccc1NC(=O)COc1cccc2c1CCNC2=O | / | -6 | -1 | -0.8 | 1 | 0 | / | 0 | / |
| CCC(=O)N1CCc2cc(S(=O)(=O)N(C)c3ccc(Br)cc3)ccc21 | 98 | / | 5 | 6.5 | -5 | 0 | 32 | -8 | -11 |
| CCc1ccc(N=CC23c4ccccc4C(c4ccccc42)C2C(=O)N(c4ccc(OC)cc4)C(=O)C23)cc1 (stereo unspecified) | 81*[inhibitor] | 0 | -8 | -1.5 | -21 | 2 | 19 | -7 | 6 |
| O=C(CN1C(=O)NC2(CCCCCC2)C1=O)NCc1ccccc1 | / | 0 | 15 | -1.0 | 0 | 1 | / | -4 | / |
| CN(CC(=O)NCc1ccccc1Cl)S(=O)(=O)c1cccs1 | 100 | -1 | 1 | -0.4 | -5 | -3 | 32 | -9 | -7 |
| O=C(Nc1ccncc1)C1CC(=O)N(c2ccccc2)C1 (stereo unspecified) | / | / | 8 | -0.1 | -5 | 2 | / | -7 | / |
| C=CCN1C(=O)[C@@H]2Cc3c([nH]c4ccccc34)C(c3ccc(O)cc3)N2C1=S (stereo partly specified) | 94 | 25* | -7 | 3.3 | 7 | -40 | 38 | / | -48 |
| O=C(N/N=C/c1ccc2c(c1)OCO2)c1cc(-c2ccccc2)nc2ccccc12 | 108 | 2 | 2 | -0.1 | -21 | 4 | -1 | -1 | 0 |
| Cc1ccc(O)c(NC(=S)NC(=O)Cc2ccc(Cl)cc2)c1 | 100 | 2 | -18 | 179* | -87 | 2 | 8 | -12 | -10 |
| COc1ccc(Br)cc1C1CC(=O)N2CN(C)CSC2=C1C#N (stereo unspecified) | 99 | 4 | 0 | 9.7 | -53 | -15 | 48 | / | -14 |
| COCCCn1c(C)nc2c(c1=O)c1nc3ccccc3nc1n2CCc1ccccc1 | 102 | -1 | 2 | 0.0 | 22 | 5 | 10 | / | -8 |
| Cc1csc(NC(=O)c2ccc3nc[nH]c3c2)n1 | 99 | 0 | -4 | -0.8 | 10 | 0 | 36 | -6 | -9 |
| O=C(COC(=O)Cc1n[nH]c(=O)c2ccccc12)Nc1ccc(Cl)cc1F | 80 | 7 | -9 | -1.8 | 13 | 3 | -2 | -5 | 6 |
| O=[N+]([O-])c1cc(C=Nc2cccc3c(O)cccc23)ccc1Cl | 102 | -2 | / | / | / | / | 26 | / | -6 |
| O=C1c2ccccc2C(=O)N1c1cccc2ccccc12 | 93 | 5 | 2 | 1.5 | 2 | 3 | 14 | -9 | 4 |
| Cc1oc(-c2cccc(Cl)c2)nc1CN1CCC(C(=O)NCc2cccnc2)CC1 | 94 | 1 | 4 | -0.8 | -10 | 3 | 14 | 0 | 19 |
| COc1cc(NC(=O)c2ccccc2Cl)c2ncccc2c1 | 105 | 2 | 3 | 1.3 | 5 | 2 | 30 | -13 | 9 |
| CCCCn1c(=S)[nH]c2ccc(N3CCOCC3)cc2c1=O | 95 | -1 | / | / | / | / | -98 | / | 1 |

Reprinted at random: 6 compounds from above
| SMILES | MEKK3 PB1 HTS | IDE cell inh | M4 PAM | CRFBP-R2 agonist | CRFR2-BP antag | IDE act | PHOSPHO1 inh | GalR3 antag | pCIP destab |
| --- | --- | --- | --- | --- | --- | --- | --- | --- | --- |
| COCCCn1c(C)nc2c(c1=O)c1nc3ccccc3nc1n2CCc1ccccc1 | 102 | -1 | 2 | 0.0 | 22 | 5 | 10 | / | -8 |
| Cc1ccc(O)c(NC(=S)NC(=O)Cc2ccc(Cl)cc2)c1 | 100 | 2 | -18 | 179* | -87 | 2 | 8 | -12 | -10 |
| O=[N+]([O-])c1cc(C=Nc2cccc3c(O)cccc23)ccc1Cl | 102 | -2 | / | / | / | / | 26 | / | -6 |
| O=C1c2ccccc2C(=O)N1c1cccc2ccccc12 | 93 | 5 | 2 | 1.5 | 2 | 3 | 14 | -9 | 4 |
| Cc1csc(NC(=O)c2ccc3nc[nH]c3c2)n1 | 99 | 0 | -4 | -0.8 | 10 | 0 | 36 | -6 | -9 |
| CCCCn1c(=S)[nH]c2ccc(N3CCOCC3)cc2c1=O | 95 | -1 | / | / | / | / | -98 | / | 1 |

Remaining list, next part
Results follow in this order: MEKK3 PB1 HTS, IDE cell inh, M4 PAM, CRFBP-R2 agonist, CRFR2-BP antag, IDE act, PHOSPHO1 inh, GalR3 antag, pCIP destab
> Nc1nnc(SCC(=O)OCc2ccc(Cl)c(Cl)c2)s1
→ 102, 4, 7, 1.5, 13, 4, 1, 2, -2
> Cc1ccc(C(=O)NNC(=O)C2CC2)cc1Br
→ 101, -3, 1, 0.1, -4, 4, 9, -4, -6
> Cc1nc2oc3c(=O)[nH]cnc3c2c2c1COC(C)(C)C2
→ 99, -3, -2, -1.2, 5, 3, 20, 1, -6
> CC(=O)c1cnn(-c2nc3c(C)cccc3s2)c1C
→ 100, 4, 13, -0.8, 6, -7, 26, -2, 4
> COc1cccc(C(=O)Nc2cccc(C(=O)NC3=NN(c4c(Cl)cc(Cl)cc4Cl)C(=O)C3)c2)c1
→ 83, -1, -2, -0.1, 12, -3, 1, 0, 3
> CCOC(=O)C(NC(=O)c1ccccc1Cl)(Nc1ccc(C(F)(F)F)cc1)C(F)(F)F (stereo unspecified)
→ 151*, -1, 3, -1.2, 24, -3, 10, -12, -2
> CN(C(=O)C12CC3CC(CC(C3)C1)C2)C1(C)CCS(=O)(=O)C1 (stereo unspecified)
→ 108, 4, 7, -2.6, 11, 10, 7, -3, 1
> COc1ccc(S(=O)(=O)NCc2ccc(C(=O)N(C)Cc3ccco3)cc2)cc1
→ 103, 1, -8, 0.5, 0, 2, 3, -7, 2
> CCOC(=O)CN(C(=O)CSc1nnc(CNc2ccc(C)cc2C)n1CC)c1ccccc1
→ /, 7, 9, 0.6, 24, -2, 57, -5, -19
> CN(C)S(=O)(=O)c1ccc(/C(O)=C2/C(=O)C(=O)N(Cc3cccnc3)C2c2ccncc2)cc1 (stereo unspecified)
→ 102, 2, 10, -0.2, -4, 3, 27, -4, -12
> Nc1nnn(CC(=O)N/N=C/c2cn[nH]c2-c2ccccc2)n1
→ 114, 4, 3, 4.7, 4, 1, 27, 7, -13
> COc1ccc2ccn(C)c2c1
→ /, 2, 4, 0.9, 0, 6, /, -6, /
> O=C(CN1CCOCC1)N1CCCc2ccccc21
→ 102, -4, 8, 2.4, -7, 2, 10, -2, -13
> CCCCCCN1C[C@@H](n2cc(-c3ccc(F)cc3)nn2)[C@H](O)C[C@@H]1c1ccc(OC)cc1
→ /, /, -3, -0.7, 3, /, /, -6, /
> O=C(COC(=O)/C=C/c1ccc(Cl)cc1)NC1CCS(=O)(=O)C1 (stereo unspecified)
→ /, /, 7, 1.4, -5, /, /, -2, /
> COCCCn1c(SCC(=O)Nc2ccc(C(=O)OC)cc2)nc2ccccc2c1=O
→ 100, 3, -3, -0.3, 25, 5, -1, -2, -12
> Cc1ccc(SCCC(=O)NCc2ccccn2)cc1
→ 99, -3, -7, 1.4, -4, -3, 7, -3, 17
> Cc1nc2ccc(NC(=O)c3ccc([N+](=O)[O-])cc3[N+](=O)[O-])cc2s1
→ 109, -1, -3, 0.0, -2, 8, 28, -1, -5
> CC(C)C(NS(=O)(=O)c1cccs1)C(=O)N1CCC(C(N)=O)CC1 (stereo unspecified)
→ /, 1, 5, 0.8, -5, 2, /, -2, /
> O=C(COc1ccc(Br)cc1Cl)NNC(=O)c1ccccc1
→ /, -5, -1, -0.6, 0, -1, /, -5, /
> Cn1c(C(=O)O)cc2c(=O)n3ccccc3nc21
→ 92, 7, 3, -1.1, 1, 4, 25, 0, 7
> Cc1ccc2c(c1)/C(=N/O)CCS2
→ 108, 6, -1, -0.9, 6, -6, 4, -3, 0
> COC(Cc1n[nH]c(=S)n1-c1ccccc1)OC
→ 93, 3, 14, -1.3, 4, 1, 79*, -1, 6
> CC(C)(C)NC(=O)COC(=O)/C=C/c1ccccc1[N+](=O)[O-]
→ 101, -1, 3, -1.5, 6, -2, 12, -4, 1
> CC(=O)c1c(O)cc(O)cc1CC(=O)O
→ 99, -2, 0, -1.0, 1, 6, 52, 2, -17
> CC1(c2ccc3ccccc3c2)NC(=O)N(CC(N)=O)C1=O (stereo unspecified)
→ 103, -1, 1, 1.4, 1, 4, 31, -10, 11
> CCc1nc(-c2ccc(-c3ccc(OC)cc3)nc2OC)no1
→ 110, 0, 3, -0.4, 15, -7, 2, -1, 6
> C=CCOc1ccccc1/C=N/n1nnnc1N
→ 100, -4, 2, 0.1, 4, -1, 18, -12, -8
> COc1ccc(CNC(=O)c2ccc(CS(=O)(=O)c3ccc(OC)cc3)o2)cc1
→ /, /, -3, -0.7, 2, /, /, -9, /
> Cc1nn(-c2ccc(N3CCCCC3)nn2)c(C)c1CCC(=O)Nc1cc(F)ccc1F
→ 103, 3, -14, -3.4, 5, -2, 17, 0, -12
> CC(C)CCN1CCN(C2CSCCSC2)CC1CCO (stereo unspecified)
→ 99, 3, -1, 1.0, 5, 5, 1, -6, -13
> COc1cc([N+](=O)[O-])ccc1NC(=O)NN1CCN(C)CC1
→ 99, -3, 12, -3.4, 1, 1, 35, 2, 2
